APJ antag = blocks the human apelin receptor APJ; inhibition, % at 20 µM; 330,000 compounds, 0.32% hits; CHO-K1 APJ beta-arrestin complementation, luminescence; P35414;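 active = inhibition above about 40% at 20 µM, limit read from the data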;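 note: cells challenged with 10 nM apelin-13 agonist together with compound; plate controls were apelin-13 plus DMSO wells for no effect and DMSO wells lacking apelin-13 for full effect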
Target sequence (P35414 whole entry, looked up): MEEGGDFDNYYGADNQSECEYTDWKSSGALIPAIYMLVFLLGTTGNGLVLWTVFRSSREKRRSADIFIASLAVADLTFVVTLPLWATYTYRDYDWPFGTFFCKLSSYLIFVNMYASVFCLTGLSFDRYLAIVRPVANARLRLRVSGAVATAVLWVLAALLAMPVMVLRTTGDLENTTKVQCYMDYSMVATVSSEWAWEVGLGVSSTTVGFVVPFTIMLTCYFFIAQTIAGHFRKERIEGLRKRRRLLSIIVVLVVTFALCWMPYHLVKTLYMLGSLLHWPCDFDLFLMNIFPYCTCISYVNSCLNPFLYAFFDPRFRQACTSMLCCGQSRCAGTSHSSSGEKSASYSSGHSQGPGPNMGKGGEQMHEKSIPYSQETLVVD
UPR XBP1 act = activators of adaptive arm of unfolded protein response (XBP1); CHO-XBP1 luciferase reporter, IRE1-XBP1 UPR activation, luminescence; percent of tunicamycin response, DMSO as zero; activation, % at 20 µM; 330,000 compounds, 0.33% hits; AID 463104;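 active = versus positive control, 20 µM dose yields 30% or more activation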;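 note: 100% = tunicamycin at 10 µg/mL and 0% = DMSO only wells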
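Material – CHO cell line with stable XBP1 luciferase reporter · Buffer or medium – F12 plus 10% FBS · Compound – single point, 20 µM final compound, 1% DMSO · Schedule – 16-18 h cell attachment at 37 °C, then 6 h compound exposure · Signal – Steady-Glo luminescence read · Benchmarks – high control tunicamycin 10 µg/mL final, low control DMSO vehicle only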
CXCR6 inh = blocks human CXCR6 beta-arrestin recruitment. O00574. CHO-K1 PathHunter CXCR6 beta-arrestin, luminescence. inhibition, % at 20 µM. 360,000 compounds, 0.36% hits. AID 602244; in the data active = inhibition above about 34%, passing the limit was not always enough;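 note: antagonist mode with CXCL16 agonist at 10 nM final; 0% = 10 nM CXCL16 with DMSO and 100% = unstimulated wells without agonist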
Target sequence (O00574 whole entry, looked up): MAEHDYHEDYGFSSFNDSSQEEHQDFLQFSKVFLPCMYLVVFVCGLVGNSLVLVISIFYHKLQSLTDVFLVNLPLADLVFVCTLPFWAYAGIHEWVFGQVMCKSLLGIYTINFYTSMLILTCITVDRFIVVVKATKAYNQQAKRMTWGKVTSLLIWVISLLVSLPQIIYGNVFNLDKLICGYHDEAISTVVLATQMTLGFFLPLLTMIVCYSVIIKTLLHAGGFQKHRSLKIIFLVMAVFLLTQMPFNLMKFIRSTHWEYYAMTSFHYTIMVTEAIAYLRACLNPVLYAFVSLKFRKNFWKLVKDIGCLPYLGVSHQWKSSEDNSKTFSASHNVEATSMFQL
CHOP UPR activ = activators of apoptotic arm of unfolded protein response (CHOP); AID 449763; activation, % at 10 µM; CHO-CHOP luciferase reporter, UPR activation, luminescence; percent of tunicamycin response over DMSO baseline; 330,000 compounds, 0.34% hits;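 active = at 10 µM dose, activation of 40% or more, normalized to positive control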;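 note: 100% = tunicamycin at 10 µg/mL and 0% = DMSO alone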
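System: CHO-CHOP luciferase reporter cell line | Buffer or medium: F12 medium containing 10% fetal bovine serum | Doses: One dose, 10 µM in 0.5% DMSO | Times: 6 h compound exposure at 37 °C after overnight seeding | Signal: Luciferase luminescence | Read-out: % activation vs tunicamycin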
tim10-1 inh = growth inhibitors of tim10-1 mutant yeast; inhibition, % at 20 µM; 330,000 compounds, 2.2% hits; S. cerevisiae tim10-1 ts strain growth, BacTiter-Glo, 24 h; AID 463190;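 active = inhibition of at least 40%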;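 note: mutant grown at 25 °C; 0% = DMSO wells with yeast and 100% = wells holding no yeast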
TIM10 inh = growth inhibitors of TIM10 yeast strain | S. cerevisiae TIM10 strain growth, BacTiter-Glo luminescence, 24 h | inhibition, % at 10 µM | 330,000 compounds, 1.4% hits;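 active = inhibition of 40% or more at the single tested concentration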;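 note: wild-type TIM10 isogenic control strain grown at permissive 25 °C; 0% = DMSO yeast wells and 100% = minimal medium wells without yeast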
APJ agonist = agonists of human APJ apelin receptor; AID 2520; P35414; CHO-K1 APJ PathHunter beta-arrestin, luminescence; 0% DMSO wells, 100% apelin; activation, % at 20 µM; 330,000 compounds, 0.11% hits;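 active = activation more than six SD over the plate average, tested at 20 µM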;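 note: 0% = DMSO alone and 100% = apelin-13 at 10 nM; some results filed as inactive read as strong as hits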
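system = engineered CHO-K1 APJ arrestin reporter cells | input = 1000 cells per well | timing = overnight seeding, 90 min compound at 25 °C, 1 h detection | measured by = enzyme-fragment complementation luminescence | read-out = beta-arrestin recruitment to APJ as agonist activity, luminescent signal | control set = negative DMSO alone, positive Apelin-13 at 10 nM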
tim23-1 inh = inhibits growth of tim23-1 mutant yeast. S. cerevisiae tim23-1 growth, BacTiter-Glo luminescence, 24 h. inhibition, % at 20 µM. 330,000 compounds, 1.3% hits. AID 463212;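 active = growth inhibition of the mutant yeast at or above 50%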;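 note: temperature-sensitive mutant grown at 25 °C; plate controls were DMSO-treated mutant yeast for no effect and medium wells lacking yeast for full effect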
Mdm2 MdmX PPI = disrupts the human Mdm2-MdmX interaction | AID 485346 | SaOS-2 split-luciferase Mdm2/MdmX complementation, luminescence | inhibition, % at 8 µM | 330,000 compounds, 3% hits | O15151+Q00987;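 active = inhibition of at least 50% at 8 µM in the primary screen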
Active calls of the source: *. This is a subset. The share of hits here may be higher or lower than overall.

canonical_smiles	APJ antag	UPR XBP1 act	CXCR6 inh	CHOP UPR activ	tim10-1 inh	TIM10 inh	APJ agonist	tim23-1 inh	Mdm2 MdmX PPI
O=C1NC(=O)C2C1C(c1ccc([N+](=O)[O-])cc1)=NN2Cc1ccccc1 (stereo unspecified)	-1	-2	13	-0.7	19	46*	-1	14	-34
O=C(CSc1cccc2cccnc12)OCC(=O)c1ccccc1	-1	-2	7	-1.6	25	10	-1	18	1
O=C(CSc1ncnc2sc3c(c12)CCCC3)N1CCC(c2noc3ccc(F)cc23)CC1	3	-2	2	-0.8	26	19	-5	12	22
CCOC(=O)c1sc2ncn(C(C)C(=O)OC)c(=O)c2c1C (stereo unspecified)	1	1	-2	-0.3	1	-10	3	13	-34
COc1ccc([N+](=O)[O-])cc1C(=O)C(=O)c1ccccc1	5	-5	3	0.8	4	4	-4	28	20
C=CCOC(=O)C(=O)/C=C/c1c(C)n(C)n(-c2ccccc2)c1=O	6	1	-4	-0.5	-9	8	0	8	-19
O=C(c1ccccc1S(=O)(=O)NCc1ccccc1)N1CCCCC1	-10	-1	-1	0.9	30	10	2	20	-2
COCC1CCCN(Cc2nc(Cc3ccccc3)no2)C1 (stereo unspecified)	7	-1	1	-0.1	20	-14	-4	9	2
CN(C)CCCOC(=O)N1c2ccccc2C=Cc2ccccc21	6	-4	-3	-0.8	12	-13	-1	5	-8
COc1ccc2c(CC(=O)N3CCc4ccccc43)coc2c1	18	0	2	4.8	26	4	-5	37	-103
COc1ccccc1Oc1ccc(N/C=C/C(=O)c2ccco2)cc1	-4	-3	2	2.6	-5	-2	-1	20	-56
COc1ccccc1C(=O)NCCC(=O)NCCC12CC3CC(CC(C3)C1)C2	12	-5	1	3.4	25	25	-2	42	8
CC(C)(C)NC(=O)c1ccc2nccnc2c1	16	2	-5	1.6	-1	-15	-2	7	-1
COc1ccc(C2/C(=C(/O)c3ccccc3)C(=O)C(=O)N2c2ccccn2)c(OC)c1 (stereo unspecified)	10	5	8	-0.7	3	-9	-2	-4	8
O=C(CN1C(=O)COc2ccccc21)Nc1ccc(F)cc1	-109	-1	-6	1.9	16	7	1	-4	-7
COc1cccc(NC(=O)N2C3CCCC2CC(NC(=O)C2CC2)C3)c1 (stereo unspecified)	4	-1	0	2.2	-4	-8	1	13	-5
Cc1cc2oc(=O)cc(CN3CCOCC3)c2cc1C	-17	-1	1	1.8	2	-3	-3	8	13
CN(C)CC(=O)Nc1ccc2cn[nH]c2c1	-4	3	-8	-1.4	10	-3	-2	-2	-26
O=C(NCc1ccco1)c1ccc(=O)oc1	-13	-7	2	-2.0	2	3	-2	13	23
Cn1c(SCC(=O)NC2CCCC2)nnc1C(F)(F)F	6	-2	3	3.0	7	13	-3	19	-4
O=C(NCC1CCCO1)C1CCCN(S(=O)(=O)c2ccc(Br)cc2)C1 (stereo unspecified)	12	-1	-13	-0.1	10	3	-3	14	22
C=CCn1c(SCC(=O)NC(=O)c2cccc([N+](=O)[O-])c2)nnc1-c1ccccc1F	2	-1	3	1.8	13	11	-4	7	-8
N#CC1=C(N)Nc2ncnn2C1c1ccc([N+](=O)[O-])cc1 (stereo unspecified)	-2	-5	-15	0.4	2	-25	0	-2	8
Cc1ccc(OCC(=O)Nc2nnc(-c3ccco3)s2)cc1	20	-1	-6	-0.2	-11	-8	-3	-19	0
COc1ccc(NS(=O)(=O)c2ccc(-c3coc(C)n3)cc2)cc1OC	-4	-6	-10	15	17	1	8	7	18
COc1nc(Nc2ccc(C(C)=O)cc2)nc(OC)n1	11	-1	0	2.5	14	6	0	19	-12
CCC(=O)Nc1ccc(N2CCN(C(=O)c3ccco3)CC2)c(Cl)c1	-9	-3	-4	1.0	19	4	1	21	-7
CCOc1ccccc1CN1CCC(N2CCOCC2)CC1	-9	-5	3	-0.7	4	-20	-2	-1	5
CC(C)(C)c1ccc(C(=O)NNC(=O)c2ccccc2Br)cc1	-2	2	-6	0.9	22	4	-1	6	12
O=C1CCCCC1Sc1nnc(-c2ccc3c(c2)OCO3)o1 (stereo unspecified)	7	-10	2	-8.1	9	15	-1	32	73*
CCN(CC)c1ccc(/C=N/N2CCN(c3ccccn3)CC2)cc1	8	-2	-9	2.0	19	17	-2	24	9
NS(=O)(=O)c1ccc(CCNC(=O)C(=O)NCC2OCCN2S(=O)(=O)c2ccc(Cl)cc2)cc1 (stereo unspecified)	14	-1	0	2.8	4	0	-4	8	24
COc1ccc(-c2nnc(SCC(C)C)o2)cc1	-8	0	-6	3.6	3	-33	-4	6	-209
CCn1c(=O)c(C(=O)NCCN2CCCCC2)c(O)c2ccccc21	-7	8	18	1.8	6	16	7	8	46
C=CCCN(Cc1ccccc1)S(=O)(=O)c1ccccc1Br	-2	1	1	-1.2	11	11	8	22	-21
CCC1(c2ccccc2)NC(=O)N(CC(=O)NNC(=O)c2ccoc2C)C1=O (stereo unspecified)	17	0	4	0.1	-10	15	-4	-4	-4
O=C(CN1C(=O)C2C3C=CC(C3)C2C1=O)Nc1ccc(S(=O)(=O)Nc2nccs2)cc1 (stereo unspecified)	-10	-3	0	-0.2	-4	-14	-3	13	0
Cc1nc([N+](=O)[O-])c(Br)n1CC(=O)c1ccc(Cl)cc1	9	-6	12	58*	43*	39	4	31	36
Cc1ccc(-c2nc(N)sc2CC(=O)OCC(=O)N2C(C)CCCC2C)cc1 (stereo unspecified)	2	-2	-3	1.5	2	13	-2	1	-13
Cc1cccc(CSc2nnnn2-c2ccccc2)c1	23	4	-4	1.9	8	11	-4	27	-2
O=C(NS(=O)(=O)c1ccc(Cl)s1)c1ccccc1	6	-6	5	2.5	10	1	0	13	10
COc1ccc([C@@H]2C[C@H]3CN(Cc4ccccc4OC)C(=O)[C@]34CCCN24)cc1C	4	1	2	0.8	10	8	-2	12	16
CCOc1ccccc1NC(=S)N1CCN(c2ccccc2)CC1	-7	-6	7	0.3	1	14	-1	17	4
COc1ccc(N2C(=O)CSC23CCC(C(C)(C)C)CC3)cc1 (stereo unspecified)	-5	4	-2	1.5	37	34	-1	26	14
Cc1nc(-c2noc(-c3ccccc3Cl)n2)c(C(F)(F)F)o1	12	3	-7	2.4	-8	-3	-3	7	-1

Just APJ agonist, tim10-1 inh and UPR XBP1 act, for three of the compounds above:
Compound,APJ agonist,tim10-1 inh,UPR XBP1 act
Cc1cccc(CSc2nnnn2-c2ccccc2)c1,-4,8,4
O=C(NS(=O)(=O)c1ccc(Cl)s1)c1ccccc1,0,10,-6
COc1ccc([C@@H]2C[C@H]3CN(Cc4ccccc4OC)C(=O)[C@]34CCCN24)cc1C,-2,10,1

The results go on:
canonical_smiles	APJ antag	UPR XBP1 act	CXCR6 inh	CHOP UPR activ	tim10-1 inh	TIM10 inh	APJ agonist	tim23-1 inh	Mdm2 MdmX PPI
CCOc1ccc2nc(-c3ccc(OC)c(OC)c3)cc(C(=O)O)c2c1	15	-1	-6	-1.0	-4	-1	-2	1	-19
CCOC(=O)C[n+]1c(C)ccc2c1CCC2	4	-5	-1	-0.6	5	-2	-1	10	-5
Cc1nc(N)nc(OCC(F)(F)C(F)F)c1Br	8	0	-3	2.0	8	5	7	4	13
COc1cc(CN/C(C)=C(\C#N)C(N)=O)cc(OC)c1OC	-3	0	-14	-3.1	-17	-18	4	0	5
COc1ccc(/C=C2\SC(=O)N(CCC(=O)Nc3ccccc3)C2=O)cc1OC	1	22	4	5.4	5	-8	-4	-5	50
COc1ccc(NC(=O)CN(C)C(=O)c2cc3c(s2)CCC3)cc1	-29	0	10	1.2	-6	-11	4	23	11
CC(=O)c1ccc(NC(=O)c2cccc(NC(=O)c3ccccc3)c2)cc1	12	1	2	2.5	6	-6	0	0	-15
O=C(C1CCC(=O)N(C2CCCC2)C1)N1CCC(Oc2cccc(F)c2)CC1 (stereo unspecified)	-5	-2	6	-0.3	9	-3	-4	19	10
Cc1ccc(OCCC(=O)OCC(=O)c2c(N)n(CC(C)C)c(=O)n(C)c2=O)cc1	19	-4	-1	1.7	11	14	-1	27	21
O=C(NC(=S)N1CCCc2ccccc21)c1ccc([N+](=O)[O-])cc1	-18	-3	-3	1.2	23	17	-4	20	-11
COc1ccc2c(Cl)c(C(=O)NN)sc2c1	-19	0	-15	0.0	18	6	7	24	3
CCC(C)(C)c1ccc(OCCN2C(=O)NC(C)(C)C2=O)cc1	5	3	-3	-2.5	27	10	-1	17	-4
O=C(COC(=O)COc1ccccc1)Nc1ccc(OC(F)(F)F)cc1	25	-1	2	-2.4	10	1	4	-6	10
COc1ccc(S(=O)(=O)N2CCN(c3nn(C)c(=O)n(C)c3=O)CC2)cc1	-15	0	3	-2.0	29	9	-2	14	17
COCCNc1nc2c(-c3cccc(C(F)(F)F)c3)nnn2c2ccccc12	-7	-3	10	2.5	-7	2	-3	8	40
COc1ccc(C(=O)Nc2ccc(N3CCOCC3)cc2)cc1OC	2	1	-9	3.5	-1	9	-4	3	9
C=CCNC(=O)O/N=C/c1csc([N+](=O)[O-])c1	-19	-1	-8	1.7	23	23	3	35	9
CC(C)(C)c1ccc(C(O)CCCN2CCC(C(O)(c3ccccc3)c3ccccc3)CC2)cc1 (stereo unspecified)	21	11	-14	32	-9	4	3	-5	99*
Cc1ccc(-c2ccc(=O)n(Cc3ccc(F)cc3)n2)cc1	-7	-1	2	1.3	14	-15	1	25	6
CCCSc1nc(C)c(-c2csc(C(C#N)=C3CCCC3)n2)cc1C#N	4	-6	0	-3.3	14	4	-2	-7	12
O=C(COc1ccccc1)Nc1ccc(N2CCN(C(=O)c3ccco3)CC2)cc1	7	0	-2	0.0	13	13	3	24	7
Cc1cc([N+](=O)[O-])nn1CC(=O)NCCCN1CCOCC1	13	2	-5	1.8	3	3	-2	3	13
COc1ccc(NC(=O)c2cc3sccc3n2Cc2ccc(F)cc2)cc1OC	-4	4	-7	5.7	5	9	4	8	34
COc1ccc(NC2CCCN(Cc3cccc4cnccc34)C2)cc1 (stereo unspecified)	14	-5	2	-1.3	3	-11	-2	8	-25
COc1ccc(-n2c(Cn3nnc4ccccc43)n[nH]c2=S)cc1	3	0	7	3.4	-11	-2	7	19	-4
CN(CC(=O)NCc1ccccn1)S(=O)(=O)c1ccc2ccccc2c1	-2	-3	8	-0.2	10	6	-3	-1	-26
